GLD-1 RNA inh: GLD-1-TGE RNA interaction inhibition (C. elegans); Q17339; purified GLD-1 + fluorescein TGE RNA, fluorescence polarization; inhibition, % at 5.96 µM; actives 0.44% (n = 320,000); AID 2280;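 active means percent inhibition above a per-plate cutoff, the plate mean of test compounds plus 3 SD, cut at about 30% in these data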;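 further: 0% = DMSO wells with GLD-1 and probe and 100% = wells lacking GLD-1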
Target sequence (Q17339 whole entry, looked up): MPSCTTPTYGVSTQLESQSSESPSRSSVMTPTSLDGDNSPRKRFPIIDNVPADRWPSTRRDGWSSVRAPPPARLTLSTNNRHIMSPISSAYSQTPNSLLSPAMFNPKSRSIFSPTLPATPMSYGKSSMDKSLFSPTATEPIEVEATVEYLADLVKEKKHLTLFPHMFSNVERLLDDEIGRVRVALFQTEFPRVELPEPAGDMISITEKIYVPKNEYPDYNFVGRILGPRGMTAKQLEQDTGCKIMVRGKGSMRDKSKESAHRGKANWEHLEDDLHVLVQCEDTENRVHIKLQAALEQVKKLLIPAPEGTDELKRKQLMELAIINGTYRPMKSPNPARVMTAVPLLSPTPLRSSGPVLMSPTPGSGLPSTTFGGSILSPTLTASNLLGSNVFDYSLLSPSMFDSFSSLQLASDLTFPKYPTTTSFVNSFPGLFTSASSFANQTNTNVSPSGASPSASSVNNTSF
Fam108B inh: Fam108B inhibition, counter-screen for RBBP9 inhibitors; AID 1947; recombinant Fam108B, FP-Rh probe fluorescence polarization; inhibition, % at 9.51 µM; actives 0.33% (n = 300,000);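 active means inhibition above the screen mean inhibition plus 3 SD, computed separately per campaign, cut at about 18% in these data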;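 further: inhibitors lower polarization as less probe binds the enzyme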
Efflux pump mplx: antifungal efflux pump inhibition, Nile Red retention | S. cerevisiae Candida pump triplex | inhibition, % at 10 µM | actives 0.44% (n = 330,000);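 active means plate passing quality check with inhibition over a set limit, or well fluorescence over plate mean plus 4 SD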;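 further: Nile Red retained in pooled yeast measured as flow cytometry median fluorescence; 0% = buffer negative control and 100% = Enniatin B positive control; higher means more Nile Red kept so more efflux inhibition; some compounds called inactive have numbers as strong as hits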
ZTA DNA inh: ZTA (EBV) inhibition in EBNA-1 counter-screen; P03206; ZTA-DNA binding, fluorescence polarization; inhibition, % at 11 µM; actives 0.15% (n = 320,000); AID 2234; in the data active means inhibition above about 33%
MCL1 BIM primary: MCL1-BIM-BH3 interaction inhibition (human); actives 0.68% (n = 320,000); GST-MCL1 / FITC-Bim-BH3 fluorescence polarization; AID 2057; inhibition, % at 10.9 µM;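 active means inhibition above the mean inhibition of all tested compounds plus 3 SD, set per campaign, cut at about 40% in these data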;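 further: 0% = DMSO wells and 100% = unlabeled Bim-BH3 peptide control; higher means more loss of mP so more displacement of Bim peptide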
EBNA-1 inh: blocks EBNA-1 binding to DNA; actives 0.34% (n = 300,000); EBNA-1 DNA binding, fluorescence polarization; inhibition, % at 14.8 µM; in the data active means inhibition above about 28%
Bcl-xL primary: blocks human Bcl-xL binding to Bim BH3 peptide; actives 0.7% (n = 320,000); Q07817; GST-Bcl-xL / FITC-Bim BH3 peptide fluorescence polarization; inhibition, % at 10.9 µM;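 active means inhibition above the mean of all tested compounds plus 3 SD, cutoff set per campaign, cut at about 30% in these data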;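 further: 0% = DMSO wells and 100% = unlabeled Bim-BH3 peptide competitor; inhibitors lower millipolarization by displacing the labeled peptide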
MEX-5 binding: C. elegans MEX-5 TCR-2 RNA binding activity. actives 0.38% (n = 300,000). MEX-5/FITC-TCR2 RNA binding, fluorescence polarization; active compounds read low. activity score (negative = inhibition of binding), % at 10 µM;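 active means inhibition past about -25% in most replicates, and total fluorescence under double the plate's negative control median, limit read from the data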;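 further: 0% = DMSO and -100% = 5 µM competing unlabeled TCR2 RNA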
Target sequence (Q9XUB2 whole entry, looked up): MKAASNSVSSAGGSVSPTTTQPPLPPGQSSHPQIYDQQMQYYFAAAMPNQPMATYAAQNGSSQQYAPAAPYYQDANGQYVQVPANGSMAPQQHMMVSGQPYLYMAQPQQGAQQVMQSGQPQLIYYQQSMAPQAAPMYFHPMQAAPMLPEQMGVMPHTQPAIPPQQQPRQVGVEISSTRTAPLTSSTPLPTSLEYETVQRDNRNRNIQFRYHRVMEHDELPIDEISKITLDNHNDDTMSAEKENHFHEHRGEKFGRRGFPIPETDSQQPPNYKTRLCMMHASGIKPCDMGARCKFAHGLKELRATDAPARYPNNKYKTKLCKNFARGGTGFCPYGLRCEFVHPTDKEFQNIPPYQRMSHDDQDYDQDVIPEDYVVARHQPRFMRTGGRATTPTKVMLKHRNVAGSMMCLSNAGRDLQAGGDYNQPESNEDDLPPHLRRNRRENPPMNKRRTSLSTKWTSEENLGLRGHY
Yeast superoxide: lowers age-related superoxide in aged yeast cells; S. cerevisiae aged cells, superoxide DHE fluorescence; active compounds read low; actives 0.18% (n = 330,000); superoxide response (% of plate mean), % at 10 µM; AID 2690;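 active means superoxide response under a set limit, about three screen SD below normal, cut at about 65% in these data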;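 further: yeast aged for seven days with compound at 30 °C before DHE staining; 100% = average MFI of all compound-treated wells on the plate with controls excluded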
The depositor's hits bear a star; nt = no result given. Compounds as they come; any-hit rate near 2.3%.

SMILES	GLD-1 RNA inh	Fam108B inh	Efflux pump mplx	ZTA DNA inh	MCL1 BIM primary	EBNA-1 inh	Bcl-xL primary	MEX-5 binding	Yeast superoxide
Cc1ccc2cc3c(nc2c1)OCC3	0	-1	-0.1	-1	-3	-1	-5	3.7	92
C=CCc1cc(Cl)ccc1OCCOCCNC(C)(C)C	3	-3	1.0	13	0	0	5	-0.8	112
CCOc1ccc(NS(=O)(=O)c2cc(C(=O)N3CC(C)OC(C)C3)ccc2C)cc1 (configuration not stated)	3	0	-0.1	3	4	1	-2	-0.4	104
Cc1ccc(-c2cn3c(n2)SCC3)cc1	3	1	-0.1	-7	8	2	5	0.7	92
CCOCCn1c(=O)c2c(nc3n2CCN3c2ccc(C)cc2)n(C)c1=O	-3	-1	0.0	-7	0	-10	5	2.5	110
COC(=O)c1cc(NCc2cccs2)ccc1N1CCOCC1	5	8	-0.2	-4	-4	-13	3	1.2	101
COc1ccc([N+](=O)[O-])cc1NC(=O)CSCc1ccc(Br)cc1	4	-3	-0.1	-8	9	-1	10	-1.9	92
CC(=O)NCCC1CCCCN1C(=O)c1cc(COc2cc(C)ccc2C)on1 (configuration not stated)	-2	2	-0.1	-15	0	-9	1	1.3	106
Cc1nc(N)ncc1Sc1ccc(Cl)cc1	9	0	0.0	-5	1	12	6	1.0	104
O=S(=O)(Nc1nc2ccccc2[nH]1)c1ccccc1	5	2	0.0	-4	0	-3	-1	0.2	100
Cc1noc(C)c1CN(C(=S)NC1CC1)c1ccccc1	2	-1	-0.1	10	1	1	3	-3.1	86
CCOc1ccc(/C(O)=C2/C(=O)C(=O)N(c3ncccn3)C2c2ccc(Cl)cc2)cc1 (configuration not stated)	-2	1	-0.1	-4	-3	2	-1	1.9	95
COc1cccc(C(=O)Nc2ccc(N3CCN(C(=O)c4ccco4)CC3)cc2)c1	-1	-4	0.1	-10	4	-15	6	-2.0	120
CNS(=O)(=O)c1cccc(C(=O)OCC(=O)NCc2ccccc2)c1	0	2	0.2	-1	4	2	3	1.6	102
COc1ccc(N(CC(=O)NCCc2ccc(OC)c(OC)c2)S(=O)(=O)c2ccc(OC)c(OC)c2)cc1	3	6	-0.1	-5	3	-11	8	1.0	105
Cc1ccc(-c2nnc(CN3CCCCC3C)o2)cc1 (configuration not stated)	2	6	0.0	7	-2	9	2	0.7	106
Cc1csc(N2CCCC2c2nc3cc(Cl)c(N4CCCCC4)cc3n2CCCO)n1 (configuration not stated)	6	2	0.0	-12	4	0	6	-1.8	96
C#CC(C)(C)NC(=O)CSc1nc2c(c(=O)n(C)c(=O)n2C)n1CCCC	6	-2	-0.1	-2	-1	16	-4	0.1	104
CCN(CCNC(=O)CS(=O)(=O)Cc1nc(-c2cccc(OC)c2)oc1C)c1ccccc1	2	3	-0.1	-1	5	9	8	-3.2	91
COCCNc1nc(-c2cc(C)n(CCc3ccc(OC)cc3)c2C)cs1	-1	4	0.4	-19	22	-11	33*	-1.9	114
CC(C)N(C(=O)NC(=O)NCC1CCCO1)S(C)(=O)=O (configuration not stated)	1	-4	-0.1	1	1	-11	3	-0.5	101
COc1ccc(OCCCC(=O)Nc2nnc(C3CCCO3)s2)cc1 (configuration not stated)	-3	-1	0.0	15	3	4	4	-0.2	100
COc1cccc(-n2c(CN3CCN(c4ccc(C)cc4)C(C)C3)nc3ccc([N+](=O)[O-])cc3c2=O)c1 (configuration not stated)	11	2	1.1	0	4	3	4	-2.9	92
CC1=NN(c2cccc([N+](=O)[O-])c2)C(=O)C1	-5	0	0.0	21	4	0	2	1.0	97
COc1cccc(CN2CCNC(=O)C2CC(=O)NCCOc2cccnc2)c1OC (configuration not stated)	13	1	0.2	-2	11	0	14	-7.2	84
O=C(O)CNS(=O)(=O)c1cccc(Cl)c1	4	0	0.2	9	-4	8	-8	-5.5	103
O=C(NCCc1c[nH]c2ccccc12)Nc1cccc2ccccc12	16	3	0.1	-9	-5	4	9	0.5	102
CC1=C(C(=O)OC2CCCC(C)C2)C(c2ccccc2)NC(=O)N1 (configuration not stated)	1	-3	-0.1	-3	12	5	10	0.4	94
C=CCN(N=Nc1cccc([N+](=O)[O-])c1)c1cccc([N+](=O)[O-])c1	-5	-3	0.0	-3	0	-13	-1	1.0	107
O=C(NCCCn1ccnc1)c1nn2c(C(F)(F)F)cc(-c3ccc(Br)cc3)nc2c1Cl	-9	-6	-0.2	-7	-1	8	12	0.5	107

The closing 2 entries of the part before lead into the next.
SMILES	GLD-1 RNA inh	Fam108B inh	Efflux pump mplx	ZTA DNA inh	MCL1 BIM primary	EBNA-1 inh	Bcl-xL primary	MEX-5 binding	Yeast superoxide
C=CCN(N=Nc1cccc([N+](=O)[O-])c1)c1cccc([N+](=O)[O-])c1	-5	-3	0.0	-3	0	-13	-1	1.0	107
O=C(NCCCn1ccnc1)c1nn2c(C(F)(F)F)cc(-c3ccc(Br)cc3)nc2c1Cl	-9	-6	-0.2	-7	-1	8	12	0.5	107
CCCc1cc(=O)oc2cc(C)cc(OCC(=O)NCc3ccncc3)c12	2	-4	0.1	0	3	0	7	1.3	75
COc1ccc2c(c1)OC13CCCCC1C2C(C(=O)c1ccccc1)C(=O)N3 (configuration not stated)	-1	-1	0.4	-6	6	-7	1	-1.8	106
Cc1ccc(/C=N/NC(=O)CN2CCN(S(=O)(=O)c3ccc(Br)cc3)CC2)s1	2	1	-8.7	-5	12	6	6	-0.8	90
Cc1ccc(C2NC(=O)c3c(sc(C)c3C)N2)c(O)c1 (configuration not stated)	-3	4	-0.1	-3	1	7	5	-2.0	96
CC1CCc2nn(CC(=O)NCCN3CCOCC3)cc2C1 (configuration not stated)	-2	1	0.0	-9	-1	5	2	-4.3	84
Cc1c(NC(=O)COc2cccc(Cl)c2Cl)c(=O)n(-c2ccccc2)n1C	2	-1	0.3	-9	-8	-13	-19	0.6	92
Cc1cc(-c2ccc(C)c(S(=O)(=O)NC(C)Cc3ccco3)c2)on1 (configuration not stated)	6	-1	-0.2	-7	6	-3	1	0.1	105
COc1ccc(Nc2ccc(S(=O)(=O)N3CCCCC3)cc2[N+](=O)[O-])cc1	-3	12	-0.2	-3	-13	-2	-1	0.7	105
C=C(C)C(=O)Nc1ccc(OC(F)(F)C(F)F)c(NC(=O)C(=C)C)c1	2	0	0.0	15	13	22	11	0.8	108
Cc1cccc(NC(=O)c2cccnc2)c1	-4	5	0.0	15	4	0	8	-1.5	115
COc1ccc2[nH]cc(CCN=C3SCC(=O)N3C)c2c1	0	-1	0.2	0	4	-8	1	-1.6	97
Cc1ccccc1OCC(=O)NNC(=O)CCN1C(=O)c2ccccc2C1=O	-1	-2	0.0	1	15	-12	0	0.9	106
S=c1[nH]nc(-c2cccc(Cl)c2)n1/N=C/c1ccco1	-6	-1	0.0	-18	-9	9	-30	2.1	97
CCOc1ccc(C(=O)Nc2cccc(C(C)=O)c2)cc1[N+](=O)[O-]	-5	3	-0.1	0	-3	4	1	-2.2	99
COc1ccc(C2/C(=C(/O)c3ccccc3)C(=O)C(=O)N2CCO)cc1 (configuration not stated)	15	2	0.1	-5	4	5	5	1.9	96
O=C(Nc1ccc2c(c1)OCO2)C(=O)c1c[nH]c2ccccc12	-6	-3	0.0	15	0	-1	-2	-4.5	88
CC(C)(C)NC(=O)N1CCn2cccc2C1c1ccccc1F (configuration not stated)	4	3	0.0	2	6	-9	0	-1.0	105
CCN(C(=O)COC(=O)COc1ccccc1Cl)c1c(N)n(Cc2ccccc2)c(=O)[nH]c1=O	8	nt	-0.3	18	-1	nt	-3	nt	82
CC1=CC(=C2C(=O)c3ccccc3C2=O)C=C(C)N1C	21	6	0.1	6	-5	-11	2	-6.3	116
O=C(O)Cc1ccc(NS(=O)(=O)c2ccccc2Cl)cc1	-10	7	0.4	7	-1	-14	7	0.0	107
CCn1c(SCC(=O)Nc2ccc3c(c2)OCO3)nc2ccccc21	6	3	0.0	-7	2	7	4	-1.7	93
CCOC(=O)c1nnn(-c2nc(N(C)C)nc(N(C)C)n2)c1C	-3	0	-0.1	2	1	6	1	-6.1	87
N#Cc1ccccc1NC(=O)C1CC(=O)N(c2ccc3c4c(cccc24)CC3)C1 (configuration not stated)	-3	2	-0.1	2	1	7	1	-1.0	67
Cc1cccc(NC2=C(NC(=O)c3ccccc3)C(=O)c3ccccc3C2=O)c1	0	5	-0.3	3	29	-1	28	-0.3	115
CCC(=O)Nc1cccc(NC(=O)c2ccccc2Cl)c1	-2	1	-0.2	2	1	-2	1	-0.1	94
N#CCc1c(C#N)c(N)nc(N2CCN(S(=O)(=O)c3ccccc3F)CC2)c1C#N	-19	1	-0.1	2	-16	5	-7	2.9	113
COCCN(CCOC)S(=O)(=O)c1ccc(C(=O)NC2CCN(Cc3ccccc3)CC2)cc1	9	3	0.0	16	1	6	3	0.2	86
O=[N+]([O-])c1cccc(/C=N\N2CCN(c3ccc(Cl)cc3)CC2)c1	-1	3	0.1	-26	3	-6	4	-0.3	104
CNC(=O)CC1C(=O)N(c2ccc(Cl)cc2)C(=S)N1NC(=O)c1cccc(F)c1 (configuration not stated)	-5	0	0.0	4	-3	4	-1	0.7	116
CC(C)c1ccc(N(CC(=O)N2CCN(Cc3ccccc3)CC2)S(C)(=O)=O)cc1	5	2	0.1	6	3	-4	6	0.2	106

The closing four entries of the part before come first, to join the parts.
SMILES	GLD-1 RNA inh	Fam108B inh	Efflux pump mplx	ZTA DNA inh	MCL1 BIM primary	EBNA-1 inh	Bcl-xL primary	MEX-5 binding	Yeast superoxide
COCCN(CCOC)S(=O)(=O)c1ccc(C(=O)NC2CCN(Cc3ccccc3)CC2)cc1	9	3	0.0	16	1	6	3	0.2	86
O=[N+]([O-])c1cccc(/C=N\N2CCN(c3ccc(Cl)cc3)CC2)c1	-1	3	0.1	-26	3	-6	4	-0.3	104
CNC(=O)CC1C(=O)N(c2ccc(Cl)cc2)C(=S)N1NC(=O)c1cccc(F)c1 (configuration not stated)	-5	0	0.0	4	-3	4	-1	0.7	116
CC(C)c1ccc(N(CC(=O)N2CCN(Cc3ccccc3)CC2)S(C)(=O)=O)cc1	5	2	0.1	6	3	-4	6	0.2	106
O=C1C2CCCN2C(c2ccc(F)c(F)c2)N1c1cccc(Cl)c1 (configuration not stated)	2	0	0.2	-5	-3	0	-3	0.8	97
CCOC(=O)COn1c(=O)c(-c2cc3ccccc3o2)[n+]([O-])c2ccccc21	16	6	0.2	5	7	1	18	-37*	91
CCN=C1S/C(=C\c2ccc(OC)c(OCC)c2)C(=O)N1CC	-2	-4	0.1	2	-3	1	3	0.4	97
CC(C)C(NC(=O)OCc1ccccc1)C(=O)NCc1ccc(C(=O)O)cc1 (configuration not stated)	0	-8	0.3	-2	-8	-4	-2	1.2	87
CC(C)(C)CC(=O)N1CCN(Cc2ccc3c(c2)OCO3)CC1	2	2	0.0	3	5	-7	4	-1.2	98
CCOc1ccccc1C(=O)N(Cc1ccco1)C1CCS(=O)(=O)C1 (configuration not stated)	-4	7	0.5	-4	-3	-14	1	nt	101
CC1(C)CC2CC(C)(CN2CC(O)c2ccccc2)C1 (configuration not stated)	2	1	0.1	22	1	13	4	-0.4	99
CN(CCO)c1ccc(/C=N/Nc2nncc3ccccc23)cc1	-5	3	-0.2	-4	1	-1	3	-7.8	94
Cc1ccc(CNC(=O)c2cc(=O)c3ccccc3o2)cc1	-6	-5	0.0	-3	-4	-13	0	-0.3	108
Cc1cccc(N2CC(C(=O)Nc3ccc(S(=O)(=O)NCC4CCCO4)cc3)CC2=O)c1C (configuration not stated)	3	-1	0.1	10	-2	7	-2	-0.6	85
Fc1ccc(Sc2cc(Cl)c(-c3ccccc3)nn2)cc1	3	-2	0.1	-11	2	3	4	-0.6	94
O=C1[C@@H]2Cc3c([nH]c4ccccc34)C(c3ccc([N+](=O)[O-])cc3)N2C(=O)CN1C1CC1 (some centres not stated)	-7	0	0.0	0	2	7	7	-0.9	97

Screening results (PubChem)
